# High-throughput results as filed in PubChem.
# NPYLR7 agonist: agonists of mosquito NPYLR7 receptor, primary screen, cell-based, Aedes aegypti, calcium fluorescence, mosquito biting behavior | Aedes aegypti neuropeptide Y-like receptor 7 (NPYLR7) | HEK293T NPYLR7/Galpha15, GCaMP6s calcium fluorescence | activation, % at 10 µM | actives 0.15% (n = 270,000) | AID 1259423, 2018; in the data active = activation above about 40%;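 also: 0% = vehicle and 100% = reference agonist at the receptor; some compounds past the cut are filed as inactive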
# hcGAS inh: Primary biochemical luminescence assay for human cyclic GMP-AMP synthase inhibitors. inhibition, % at 12.5 µM. recombinant h-cGAS, ATP depletion, Kinase-Glo luminescence. Q8N884. AID 1259398, 2018. actives 0.081% (n = 290,000);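 also: 0% = vehicle reaction and 100% = reaction without DNA for no activity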
# Target sequence (Q8N884 whole entry, looked up): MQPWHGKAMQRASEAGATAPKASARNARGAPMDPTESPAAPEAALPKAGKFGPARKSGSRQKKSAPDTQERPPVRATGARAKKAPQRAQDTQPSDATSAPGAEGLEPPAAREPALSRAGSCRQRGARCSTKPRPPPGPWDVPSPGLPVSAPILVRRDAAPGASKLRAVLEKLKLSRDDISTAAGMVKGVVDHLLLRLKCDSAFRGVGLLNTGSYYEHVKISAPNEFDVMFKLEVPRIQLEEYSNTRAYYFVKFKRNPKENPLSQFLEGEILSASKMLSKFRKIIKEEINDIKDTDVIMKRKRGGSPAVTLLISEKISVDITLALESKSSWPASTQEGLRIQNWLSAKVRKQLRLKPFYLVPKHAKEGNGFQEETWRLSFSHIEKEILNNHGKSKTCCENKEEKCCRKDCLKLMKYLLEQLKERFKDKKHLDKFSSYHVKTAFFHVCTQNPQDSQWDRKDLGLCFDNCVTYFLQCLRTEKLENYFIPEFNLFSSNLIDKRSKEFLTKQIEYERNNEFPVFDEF
# mcGAS lum: cyclic GMP-AMP synthase inhibitors, mouse, primary biochemical chemiluminescence | inhibition, % at 12.5 µM | actives 0.15% (n = 160,000) | AID 1259399, 2018 | recombinant cGAS, Kinase-Glo ATP depletion luminescence | Q8C6L5;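 also: 0% = negative control wells and 100% = reference inhibitor with no enzyme activity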
# The depositor's hits bear a star; x = not tested or not shown; & = joins results of further samples. Rule as the data show it, unless noted: active = inhibition above about 40%; inactive = the rest.
SMILES,NPYLR7 agonist,hcGAS inh,mcGAS lum
Cc1nc(CCNC(=O)N2CC(C)OCC2c2ccccc2)cs1 (stereo unspecified),6.2,-6.7,-6.4
COC(=O)c1ccc(CSc2ccc(NC(=O)c3cccs3)nn2)o1,7.7,-5.3,x
Cc1ccc(CN(C)C(=O)c2sccc2S(=O)(=O)N2CCCCC2)o1,6.9,-8.4,x
CCN(C/C=C/c1ccccc1)C(=O)c1ccc(-n2cnnc2)cc1,0.6,-1.9,-16.2
O=C(CC(C(=O)O)N1CCCCC1)Nc1ccc(N=Nc2ccccc2)cc1 (stereo unspecified),-7.8,-3.0,-8.3
CCCCCCCCCC1NC(C(=O)O)Cc2c1[nH]c1ccccc21 (stereo unspecified),-4.1,1.8,-2.0
Cc1nn(CC(=O)Nc2ccccc2O)c(C)c1[N+](=O)[O-],-1.8,-0.2,x
COc1ccc(CCNC(=O)CN2CN(c3ccccc3)C3(CCN(C(=O)c4ccc([N+](=O)[O-])cc4Cl)CC3)C2=O)cc1OC,23.6,-6.9,-7.9
Cc1ccc(C)c(-n2cc(CNCCCN3CCC(O)CC3)c(-c3ccccc3)n2)c1,-5.0,-3.6,x
Cn1cc(C(=O)Nc2cccc(Br)c2)c2[nH]c(=O)n(-c3ccccc3)c(=O)c21,5.7,2.1,x

# Another view of part of the listing above.
molecule | NPYLR7 agonist | hcGAS inh | mcGAS lum
Cc1ccc(CN(C)C(=O)c2sccc2S(=O)(=O)N2CCCCC2)o1 | 6.9 | -8.4 | x
CCN(C/C=C/c1ccccc1)C(=O)c1ccc(-n2cnnc2)cc1 | 0.6 | -1.9 | -16.2
O=C(CC(C(=O)O)N1CCCCC1)Nc1ccc(N=Nc2ccccc2)cc1 (stereo unspecified) | -7.8 | -3.0 | -8.3

# (further entries)
SMILES,NPYLR7 agonist,hcGAS inh,mcGAS lum
CCc1cccc2c(C(CC(=O)NCCCN3CCOCC3)c3cccc(F)c3)c[nH]c12 (stereo unspecified),5.6,-2.5,-7.0
COc1ccc(NC(=O)CCC2CCCN(S(=O)(=O)c3cc(C)ccc3C)C2)c(C)c1 (stereo unspecified),4.5,-8.7,x
Cc1cccc2c(=O)nc(-c3ccccc3Cl)oc12,7.2,-3.2,x
Cn1cc(C2c3nc[nH]c3CCN2Cc2cccc3cccnc23)cn1 (stereo unspecified),7.0,-3.5,x
CCCCN1C(SCC(=O)Nc2cccc(Cl)c2)=NS(=O)(=O)c2ccccc21,5.9,-2.0,x
COCc1nn2c(nnc3c(=O)n(CC4CCCO4)ccc32)c1-c1ccc(F)cc1 (stereo unspecified),2.3,-4.5,x
CCN(CC)C(=O)C1CCCN(C(=O)NC2CCCCC2)C1 (stereo unspecified),-1.0,-3.0,-6.3
CC1(c2ccccc2)NC(=O)N(CC(=O)NC2CCCCCCC2)C1=O (stereo unspecified),2.9,-5.0,x
COc1ccc(Cn2c(SCC#N)nc3c(-c4ccccc4)c[nH]c3c2=O)cc1,0.7,-4.7,-9.6
CC1=NS(=O)(=O)c2cc(S(=O)(=O)N3CCOCC3)ccc2N1,1.2,-9.2,x
CCOCCNC(=O)c1cncn1-c1cccc(-c2ccccc2C(F)(F)F)c1,-3.3,-6.5,-6.3
CCC(COC)NC(=O)c1cncn1-c1ccc(-c2ccccc2C)cc1 (stereo unspecified),11.7,-2.5,-3.3
CC(=O)N1CCC[C@H]1C(=O)N(C)CC1CCN(CCc2cccc(C(F)(F)F)c2)CC1,3.9,2.7,-2.2
OC1CC(c2ccccc2)NC2(CCCCC2)C1 (stereo unspecified),-0.7,2.5,x
CCOc1cc(S(=O)(=O)N2CCCCC2)ccc1Br,4.6,-4.6,-7.9
COCC(Nc1ncnc2sc3c(c12)CCNC3)c1ccnn1C (stereo unspecified),10.1,-0.2,-0.2
Cc1cn(CCNc2nccc(-c3ccc(C)nc3C)n2)nn1,-7.0,-6.6,x
COC(=O)CC(=O)NC1CCN(c2ccccc2C(=O)N(C)C2CCCCC2)CC1,-1.4,-3.8,-3.2
CN(C)c1ccc(C(CNS(C)(=O)=O)N2CCOCC2)cc1 (stereo unspecified),5.0,-2.9,-7.4
CC(C)(Sc1cc(C(C)(C)C)c(O)c(C(C)(C)C)c1)Sc1cc(C(C)(C)C)c(O)c(C(C)(C)C)c1,-4.4&-7.5,-5.9&2.4,x
O=C(CN1CCN(C2CCS(=O)(=O)C2)CC1)Nc1ccccc1Cl (stereo unspecified),5.6,5.0,x
Cc1ccc(CSc2nc(CC(=O)O)cs2)cc1,-1.4,-3.4,x
COc1cccc(S(=O)(=O)N2CCN(c3cc(S(=O)(=O)N4CCCC(C)C4)ccc3OC)CC2)c1 (stereo unspecified),14.7,0.6,-5.5
Fc1ccc(Br)cc1C1CC(c2cccnc2)=Nc2ncnn21 (stereo unspecified),4.9,2.4,x
OC1(c2cccc(C(F)(F)F)c2)CCN(Cc2nc(COc3ccccc3)no2)CC1,8.8,-2.0,-2.1
O=S(=O)(NC(=S)NC1CCCCC1)c1ccc(Br)cc1,1.6,-3.4,x
CCCCOc1ccc(-c2cc3c(=O)n(CC(=O)NCc4ccc(C)cc4)ccn3n2)cc1,3.3,-6.7,-9.1
Cc1c(N)cccc1CS(C)(=O)=O,22.2,-5.9,-14.6
CSc1ccc(C(=O)C2CCCN(C(=O)CCc3n[nH]c(C)n3)C2)cc1 (stereo unspecified),-4.9,-5.9,x
COc1ccc(OCCNC(=O)c2ccc3nc(C)c(N(C)C=O)n3c2)cc1,15.3,-3.6,-0.5
C=CCOc1ccc(S(=O)(=O)c2ccc(O)cc2)cc1,-9.7,-0.3,x
Cc1ccc(C(=O)NCCc2nnc3n2CCCCC3)cc1,2.6,-9.0,x
COCCn1cc(NC(=O)Nc2ccccn2)c2ccccc21,17.9,-9.6,x
O=C(CSc1ccccc1F)NNS(=O)(=O)c1ccc(Cl)cc1,x,-3.0,-2.7
Cn1cc(C(=O)NCCCc2ccccc2)c2[nH]c(=O)n(-c3ccccc3)c(=O)c21,2.3,-2.1,x
CCOC(=O)c1sc2ncn(CC(=O)c3ccc(C)c(C)c3)c(=O)c2c1C,12.1,-3.9,x
C=CCN(CC(=O)N1CCc2sccc2C1COc1cccc(F)c1)C(=O)C1CC1 (stereo unspecified),-2.7,-1.8,-6.3
Cc1nn2c(-n3ccnc3C)c3c(nc2c1-c1ccccc1)CCC3,0.7,-4.9,-5.5
O=C(CSc1nc2c([nH]c3ccccc32)c(=O)n1-c1cccc(Cl)c1)Nc1nccs1,0.1,-4.6,-6.4
N#Cc1ccc(NC(=O)CSc2nncn2CCc2cccs2)cc1,14.9,-5.9,x
O=C(O)c1ccc(CSc2nc(-c3ccccc3)cc(N3CCOCC3)n2)o1,15.0,-6.0,-5.8
CN(Cc1ccco1)C(=O)CN1CCc2ccccc2C1,-1.0,3.3,1.2
CCOC(=O)c1ccccc1NC(=O)CSc1ccc(-c2ccncc2)nn1,-17.7,-1.0,-1.3
O=C1NC2(CCN(S(=O)(=O)c3ccccc3)CC2)Nc2cc(Cl)ccc21,2.5,-10.5,-5.7
CC(C)S(=O)(=O)c1ccc(C(=O)NNC(=O)c2cc(Cl)cn2C)cc1,8.0,-7.9,x
O=S(=O)(Nc1ccc2nc(N3CCOCC3)sc2c1)c1ccc(Cl)s1,1.0,-5.2,-5.5
CCc1nc(N(CCC(=O)Nc2ccccc2)CCc2ccccc2)c2ccc(Cl)cc2n1,27.5,-3.1,-8.0
CCc1cc(NCc2cc(OC)cc(OC)c2)n2ncnc2n1,29.9,-2.1,-6.0
CCC(CC)C(=O)N1N=C(c2ccc(NS(C)(=O)=O)cc2)CC1c1ccccc1 (stereo unspecified),x,-0.2,-2.2
CCC/C=C/c1ccc(C(=O)NCC)s1,16.3,0.4,-11.3

# (listing goes on)
SMILES,NPYLR7 agonist,hcGAS inh,mcGAS lum
CC(C)[C@@H](CO)Nc1nccc2[nH]c(-c3cccc(C(F)(F)F)c3)nc12,-5.7,-1.3,-4.2
CCOC(=O)CC1=C(C(=O)OCC)C(c2ccccc2F)C(C#N)C(=N)O1 (stereo unspecified),-1.2,-3.4,-8.4
CCCCc1cn([C@H]2CN[C@H](C(=O)NC(C)C)C2)nn1,x,-8.4,-5.7
CCC(C)C(NC(=O)CN(C)Cc1ccccc1)C(=O)OC (stereo unspecified),2.9,-1.3,x
COCC1CN(C)CC12CCN(Cc1scnc1C)CC2 (stereo unspecified),x,-4.9,-4.1
CCOC(=O)C1CCN(C(=O)CCCSc2ccc(NC(=O)C3CC3)nn2)CC1,-0.4,-5.9,-6.5
COc1ccc(-c2cc(C(F)(F)F)n3ncc(C(=O)Nc4ccc(F)cc4F)c3n2)cc1,-4.9,-4.6,-4.9
CN(CCC1CCCCO1)c1nncc(-c2ccccc2)n1 (stereo unspecified),0.9,-0.1,x
O=C(C1CC1)N1CCCC(OCc2ccc(F)cc2F)C1 (stereo unspecified),-21.9,-4.4,0.1
Cc1ccc(Cl)c(NSc2ccc(Cl)cc2)c1,7.0,-7.4,x
CN(CCc1ccccn1)c1ncccc1CNC(=O)c1cnn2cccnc12,x,-9.2,-11.8
Cc1ccc(-c2ccc(=O)n(Cc3ccncc3)n2)cc1,8.8,-7.9,x
COC(=O)c1sc(N)c(C(=O)OC)c1CSc1nnc(C2CC2)n1Cc1ccco1,-2.1,-1.8,-3.2
c1ccc2c(c1)CCN(c1nc3cc4c(cc3s1)OCO4)C2,2.8,-11.1,-7.7
CCOC(=O)c1ccc(N=C2SC(C(=O)Nc3cccc(C)c3)CC(=O)N2C)cc1 (stereo unspecified),1.4,0.0,-3.9
O=C(c1cccnc1SC(F)F)N1CC2C3CCC(C3)C21 (stereo unspecified),-1.4,-10.6,x
Cc1ccc(C(=O)N2CCCSCC2)c(F)c1,-2.7,-18.4,x
Cn1cc(C(=O)NC(C)(c2ccccc2)c2ccccc2)ccc1=O,9.4&1.2,-12.0&-6.4,x
O=C(NCCCN1CCOCC1)c1cc2n(n1)CCN(Cc1c(Cl)cccc1Cl)C2=O,13.3,-2.7,-5.7
COCC(=O)N1CCCC(CNC(=O)Cc2ccc(OC)cc2)C1 (stereo unspecified),6.6,-8.2,x

# The closing 6 compounds of the part above lead into the next:
SMILES,NPYLR7 agonist,hcGAS inh,mcGAS lum
CCOC(=O)c1ccc(N=C2SC(C(=O)Nc3cccc(C)c3)CC(=O)N2C)cc1 (stereo unspecified),1.4,0.0,-3.9
O=C(c1cccnc1SC(F)F)N1CC2C3CCC(C3)C21 (stereo unspecified),-1.4,-10.6,x
Cc1ccc(C(=O)N2CCCSCC2)c(F)c1,-2.7,-18.4,x
Cn1cc(C(=O)NC(C)(c2ccccc2)c2ccccc2)ccc1=O,9.4&1.2,-12.0&-6.4,x
O=C(NCCCN1CCOCC1)c1cc2n(n1)CCN(Cc1c(Cl)cccc1Cl)C2=O,13.3,-2.7,-5.7
COCC(=O)N1CCCC(CNC(=O)Cc2ccc(OC)cc2)C1 (stereo unspecified),6.6,-8.2,x
CCn1cc(-n2cnc(-c3ccccc3)c2)c(C)n1,x,-7.1,-8.7
Cc1ccc(-n2c(SCc3ccc(Cl)cc3)nnc2-c2ccc(F)cc2)cc1,38.8,-0.4,-3.0
Cc1ccsc1CN(C)C(=O)Cn1[nH]c(=O)c2ccccc2c1=O,-1.2,-10.0,x
Cc1nn(C)c(C)c1CCC(=O)NCc1noc(-c2c(F)cccc2F)n1,0.4,0.4,-8.9
CCOC(=O)c1scnc1C(C)C,2.3,-0.5,x
CCOC1=CC(=O)N(Cc2ccccc2)C1,5.9,-3.4,x
CS(=O)(=O)c1ccc(-n2ncc3c2CCN(C(=O)c2coc4c2C(=O)CCC4)C3)cc1,0.8,-9.4,x
CCO[C@H]1C[C@@H](O)C12CCN(C(=O)c1cc(C3CC3)no1)CC2,x,-2.5,-4.9
Cc1ccccc1CO[C@]1(C(=O)NCC2CC2)CC(OCc2cccc(OC(F)(F)F)c2)[C@@H]2OC(C)(C)O[C@@H]2C1 (stereo partly specified),13.7,2.7,-2.4
CCc1ccccc1OCCN1CCC(n2nc(C)cc2C)C1 (stereo unspecified),23.6,1.9,x
CCSc1nc2sc3c(c2c(=O)n1C)CCC3,5.6,-6.0,x
Cc1c(Cl)cccc1N1CN(C(=O)CN(CC(C)C)C(=O)c2cccc(F)c2)CC1=O,9.7,-0.6,-4.6
N#Cc1ccccc1N1C(=O)C2C3C=CC(CC3)C2C1=O (stereo unspecified),-11.3,-4.9,-6.3
Cc1nn(C(C)C(=O)NC(N)=O)c(C)c1[N+](=O)[O-] (stereo unspecified),4.3,-4.1,x
N#Cc1cnc(N(Cc2cccc(O)c2)CC2CC2)c(Cl)c1,9.2,-11.0,-6.5
COc1cccc(-c2nnc3ccc(OCCNC(=O)CC(C)(C)C)nn23)c1,-11.2,-6.6,-9.0
Cc1cc(CNC(=O)c2cscn2)ccc1S(C)(=O)=O,-21.1,-4.1,x
COc1ccc(-c2cc3c(SCC(=O)NC4CCCCC4)nccn3n2)cc1,1.0,-3.2,-6.3
O=S(=O)(NCc1ccco1)c1ccccc1,10.2,-2.8,-1.4
COCCCNC(=O)c1cc2c(=O)n(C)c(=O)n(C)c2n1CCOC,-1.7,0.6,-0.9
COc1ccc(C(CC(=O)N2CCN(Cc3ccc4c(c3)OCO4)CC2)c2c[nH]c3ccccc23)cc1 (stereo unspecified),-0.7,-2.4,-4.7
O=C1Nc2ccccc2C12Oc1ccccc1C1CC(c3ccccc3)=NN12 (stereo unspecified),-16.1,-3.2,x
CN(C)c1nc(N(C)C)nc(N(C)C)n1,-0.8&-7.6&-0.8&-2.4&0.7,-4.7&-1.7&-4.9&-7.6&-0.6,-5.4&-3.8
COc1ccccc1NS(=O)(=O)c1c(C)nn(C)c1C,-6.1,-9.4,x
CS(=O)(=O)N1CCn2c(nc3ccccc32)C1,-3.0,-0.1,x
